High-throughput results deposited in PubChem by National Center for Advancing Translational Sciences (NCATS).
TR SRC2 fluor cs – counter-screen for TRb-SRC2 inhibitors: fluorescence interference | Potency, µM (titrated, usually from 106 µM), without a hit: at the highest dose fluorescence change, negative = quenching | 0.29% of 280,000 active | TRb/SRC2 Texas Red total fluorescence interference | AID 1479; active = well fitted curve in either direction with a large enough effect; inconclusive = small, poorly fitted or top-dose-only effect
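Human TRb ligand-binding domain at 0.6 uM with 20 nM Texas Red SRC2 peptide in Tris buffer containing 1 uM T3 and 5% DMSO, incubated with compound 5 h at ambient temperature. Total fluorescence (555/632 nm) calculated as parallel + 2 × perpendicular.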
TRb-SRC2 inh – disrupts binding of human TR beta to SRC2; Potency, µM (highest dose often 106 µM), for inactives: top-dose activity change, negative = inhibition, hits mostly inhibitors; TRbeta-SRC2 peptide binding, fluorescence polarization; receptor liganded with 1 µM T3; 0.065% of 280,000 active; P10828; AID 1469; active = well fitted inhibition curve with a large enough effect; inconclusive = small, poorly fitted or top-dose-only effect, or effect the other way;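 also: plate controls were bound peptide for no effect and peptide without receptor for full effect; nearly all actives have a fitted effect of over 50% in size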
Target sequence (P10828 whole entry, looked up): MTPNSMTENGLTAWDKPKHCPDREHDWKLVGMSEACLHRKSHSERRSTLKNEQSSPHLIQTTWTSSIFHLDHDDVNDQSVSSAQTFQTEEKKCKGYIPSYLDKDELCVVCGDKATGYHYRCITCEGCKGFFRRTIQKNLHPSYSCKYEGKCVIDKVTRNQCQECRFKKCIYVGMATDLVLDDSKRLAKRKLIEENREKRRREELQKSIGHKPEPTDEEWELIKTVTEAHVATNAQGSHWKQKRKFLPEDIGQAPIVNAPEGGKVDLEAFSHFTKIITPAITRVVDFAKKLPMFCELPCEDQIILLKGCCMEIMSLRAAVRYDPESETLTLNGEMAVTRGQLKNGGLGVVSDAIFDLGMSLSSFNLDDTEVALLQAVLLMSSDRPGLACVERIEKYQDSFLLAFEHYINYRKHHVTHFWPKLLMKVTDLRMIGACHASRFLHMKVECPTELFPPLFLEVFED
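Fluorescence polarization of 20 nM Texas Red SRC2 peptide with 0.6 uM human TRb ligand-binding domain, in Tris buffer with 1uM T3 and 5% DMSO. Incubated 5 hr ambient; normalized to unbound and bound controls.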
* marks the source's active call; other numbers are inactive results; u = inconclusive; [ ] = another dose, or the depositor's remark. Unless noted, % is scaled to controls: 0 for no effect and ±100 for the full control effect; potency is read from the fitted curve at half-maximal effect. This is a subset; the hit share may differ from the screen's.

Sample of the layout (5 entries):
SMILES	TR SRC2 fluor cs	TRb-SRC2 inh
CC1CCN(S(=O)(=O)c2ccc(C(=O)Nc3sc4c(c3C(N)=O)CC(C)(C)NC4(C)C)cc2)CC1	-3%	2%
CCNC(=O)c1cnc2c(-c3ccccc3)c(C)nn2c1C	2%	-8%
Cc1ccc(C(=O)Nc2cccc(C(=O)OCc3cc(=O)n4c5c(sc4n3)CCCC5)c2)cc1	-2%	1%
CNC(=O)C1CCC(Cn2c(=O)c3sccc3n(CC(=O)Nc3cc(F)ccc3F)c2=O)CC1 (centres undefined)	0%	-1%
Cc1ccccc1NC(=O)CSC1=Nc2ccccc2C2=NC(Cc3ccccc3)C(=O)N12 (centres undefined)	-1%	-3%

The listing, repeating the preview:
SMILES	TR SRC2 fluor cs	TRb-SRC2 inh
CC1CCN(S(=O)(=O)c2ccc(C(=O)Nc3sc4c(c3C(N)=O)CC(C)(C)NC4(C)C)cc2)CC1	-3%	2%
CCNC(=O)c1cnc2c(-c3ccccc3)c(C)nn2c1C	2%	-8%
Cc1ccc(C(=O)Nc2cccc(C(=O)OCc3cc(=O)n4c5c(sc4n3)CCCC5)c2)cc1	-2%	1%
CNC(=O)C1CCC(Cn2c(=O)c3sccc3n(CC(=O)Nc3cc(F)ccc3F)c2=O)CC1 (centres undefined)	0%	-1%
Cc1ccccc1NC(=O)CSC1=Nc2ccccc2C2=NC(Cc3ccccc3)C(=O)N12 (centres undefined)	-1%	-3%
Cc1ccc(NS(=O)(=O)c2ccc3c(c2)CCCN3C(=O)C2CCC2)c(C)c1	0%	-1%
COc1ccc(OC)c(NC(=O)CSc2nccn2-c2cc(C)cc(C)c2)c1	-4%	1%
Cc1ccc2c(=O)c(C(=O)c3ccc(F)cc3)cn(CC(=O)NC3CCCCC3)c2n1	1%	3%
COC(=O)C(C)Oc1ccc(Oc2ncc(C(F)(F)F)cc2Cl)cc1 (centres undefined)	0%[201 µM]	2%[201 µM]
Cc1nn(CCC(=O)Nc2cc(F)ccc2F)c(=O)c2nn(-c3ccccc3)c(C)c12	-2%	-8%
Cc1cc(O)c(C(c2ccccc2Cl)N2CCCCC2)c(=O)n1Cc1ccco1 (centres undefined)	-2%	-2%
CCOc1ccccc1CNC(=O)C1CCCN(c2nnc(C)c3c(C)n(-c4ccccc4)nc23)C1 (centres undefined)	-1%	-8%
Cc1ccc(C)c(N2CCN(c3ccc(NC(=O)c4cccs4)cc3C(=O)O)CC2)c1	1%	-10%
COc1ccc(CNC(=O)C2CCN(S(=O)(=O)c3cccc4nonc34)CC2)cc1OC	2%	-4%
O=C(CSc1nnc(-c2ccncc2)n1-c1ccccc1)Nc1ccc(Br)cc1	-10%	-1%
Cn1nccc1C(=O)NCc1ccc2c(c1)CCN2C(=O)c1ccccc1	-6%	3%
COc1ccc(CCNc2ncnc3c2cnn3-c2ccc(C)c(Cl)c2)cc1	-2%	10%
COc1ccc(Br)cc1CNC(=O)c1cnc2sc(N3CCCCCC3)nn2c1=O	-9%	-1%
COc1cccc(-n2c(SCC(=O)Nc3cccc(C)c3)nc3c([nH]c4ccccc43)c2=O)c1	-2%	5%
COc1ccc(CC(=O)NCc2nc3cccnc3n2Cc2ccccc2)cc1	-6%	2%

Continuation:
SMILES	TR SRC2 fluor cs	TRb-SRC2 inh
O=C(Nc1ccc(S(=O)(=O)Nc2ncccn2)cc1)c1cccc(Cl)c1	-4%	-2%
CCc1cccc(N2C(=O)CS(=O)(=O)C23C(=O)N(Cc2ccc(F)cc2)c2ccc(C)cc23)c1 (centres undefined)	4%	4%
CCCCN(CC)Cc1ccc(CNS(=O)(=O)c2cc3c(cc2Cl)NC(=O)CO3)o1	-2%	0%
Cc1ccc(CN2CCC(CNC(=O)c3cc4ccc5cccnc5c4[nH]3)CC2)cc1	1%	-1%
COc1ccc(-n2c(SCC(=O)Nc3ccc4c(c3)OCO4)nc3c([nH]c4ccccc43)c2=O)cc1	-5%	7%
Cc1cc2c(cc1NC(=O)c1ccccc1Cl)n(C)c(=O)c(=O)n2C	3%	3%
Cc1ccc(-c2onc(C)c2C)cc1S(=O)(=O)NC1CCCCC1	0%	8%
CSc1ccc(CNC(=O)c2ccccc2NC(=O)c2nsc3ccccc23)cc1	-2%	-4%
Cc1cc(-c2ccc(C)c(S(=O)(=O)N3c4ccccc4CC3C)c2)on1 (centres undefined)	-1%	-5%
CC(C)CCNC(=O)c1cnc2sc(N3CCCCCC3)nn2c1=O	-1%	3%
O=C(CN1C(=O)C2(SCC(=O)N2c2cccc(Cl)c2)c2ccccc21)NC1CCCCC1 (centres undefined)	-1%	-4%
Cc1cn2c(=O)cc(COC(=O)c3cccc(NC(=O)COc4ccccc4Cl)c3)nc2s1	0%	11%
CC(=O)Nc1cc(C(=O)NCc2ccccc2)ccc1Sc1ccc(C)cc1	-2%	-1%
COc1ccc(C(=O)NCCc2csc(-c3ccc(Cl)cc3)n2)cc1	0%	3%
Cc1c(Cl)cccc1NC(=O)c1oc2ccc(S(=O)(=O)N3CCCCCC3)cc2c1C	-1%	-3%
CCOC(=O)c1ccc(-c2ccc(/C=C(\C#N)C(=O)Nc3ccc(C)cc3)o2)cc1	-4%	6%
O=C(CSc1nc2c([nH]c3ccccc32)c(=O)n1-c1ccc(Cl)cc1)NCC1CCCO1 (centres undefined)	5%	3%
COc1ccc(C(=O)Nc2ccc3c(c2)CCCN3S(=O)(=O)c2ccc(C)cc2)cc1	0%	4%
COc1ccc(-c2nc(SCC(=O)Nc3cccc(C(C)=O)c3)n[nH]2)cc1	0%	4%
O=C(CSc1nc2ccccc2n1Cc1cccc(C(F)(F)F)c1)NCc1ccccc1	-1%	-4%

Two of the compounds above, with values under each structure:
Every second line gives: TR SRC2 fluor cs, TRb-SRC2 inh
Cc1cn2c(=O)cc(COC(=O)c3cccc(NC(=O)COc4ccccc4Cl)c3)nc2s1
 : 0%, 11%
CC(=O)Nc1cc(C(=O)NCc2ccccc2)ccc1Sc1ccc(C)cc1
 : -2%, -1%

The list continues.
SMILES	TR SRC2 fluor cs	TRb-SRC2 inh
CCOC(=O)c1c(C)oc2nc(C)nc(Nc3cccc(OC)c3)c12	2%	-5%
O=C(CSc1nc2c([nH]c3ccccc32)c(=O)n1-c1cccc(C(F)(F)F)c1)N1CCCC1	-3%	7%
CCOc1ccc(CNC(=O)Cn2nc(C)c3nn(-c4ccc(Cl)cc4)c(C)c3c2=O)cc1	0%	6%
COC(=O)c1ccc(NC(=O)CSc2nc(=O)[nH]c3c2CCCC3)cc1	1%	-2%
CC(C)(C)OC(=O)N1CCC(c2c(C(=O)N3CCN(c4ccccn4)CC3)cnn2-c2ccc(F)cc2)CC1	-1%	6%
Cc1ccc(CNC(=O)CSc2nc3ccsc3c(=O)n2-c2ccc(Br)cc2)cc1	-1%	5%
CCCc1cc(=O)[nH]c2nnc(SCC(=O)Nc3cccc(C)c3)n12	1%	-7%
O=C(c1ccccc1)N1CCc2cc(CNS(=O)(=O)c3ccc(Cl)s3)ccc21	-1%	-4%
CC(C)(C)OC(=O)N1CCC(c2c(C(=O)NCc3ccccn3)cnn2-c2ccccc2Cl)CC1	-1%	-2%
O=C1CCSC2(C(=O)N(Cc3ccc(F)cc3)c3ccccc32)N1c1ccc(Cl)cc1 (centres undefined)	0%	-4%
Cc1cc(=O)[nH]c2nnc(SCC(=O)NC(C)(C)C)n12	0%	-1%
CC(C)Cc1nn2c(=O)cc(COC(=O)c3ccccc3NC(=O)c3cccs3)nc2s1	0%	1%
COc1ccc(Cn2ccc3nc(C)c(C(=O)N4CCN(c5cc(C)ccc5C)CC4)cc3c2=O)cc1	-1%	6%
Cc1cccc(C(=O)Nc2cccc(C(=O)OCc3cc(=O)n4c5c(sc4n3)CCCC5)c2)c1	-1%	4%
CCCCNC(=O)C1CCN(S(=O)(=O)CCC)CC1	-2%	-1%
COc1ccc(S(=O)(=O)NCC(c2ccco2)S(=O)(=O)c2cccs2)cc1OC (centres undefined)	-1%	-4%
Cc1cccc(C)c1NC(=O)C(=O)NCC(c1ccc2c(c1)OCO2)N1CCN(C)CC1 (centres undefined)	-3%	7%
C#CCn1c(=NC(=O)c2ccc3c(c2)OCCO3)sc2cc(OC)c(OC)cc21	-1%	-8%
Cc1cccc(CNC(=O)c2ccc3c(c2)N(C)C(=O)C2CCCCN32)c1 (centres undefined)	u	0%
CCc1cccc(-n2c(=O)c3cccnc3n2CC(=O)Nc2ccc(F)c(C)c2)c1	-1%	-3%

Complete entries from above. Screens in order: TR SRC2 fluor cs | TRb-SRC2 inh
Profile of `O=C(CSc1nc2c([nH]c3ccccc32)c(=O)n1-c1cccc(C(F)(F)F)c1)N1CCCC1` : -3% | 7%
Profile of `O=C(c1ccccc1)N1CCc2cc(CNS(=O)(=O)c3ccc(Cl)s3)ccc21` : -1% | -4%
Profile of `CCCc1cc(=O)[nH]c2nnc(SCC(=O)Nc3cccc(C)c3)n12` : 1% | -7%
Profile of `CC(C)Cc1nn2c(=O)cc(COC(=O)c3ccccc3NC(=O)c3cccs3)nc2s1` : 0% | 1%
Profile of `CC(C)(C)OC(=O)N1CCC(c2c(C(=O)NCc3ccccn3)cnn2-c2ccccc2Cl)CC1` : -1% | -2%

Later entries.
SMILES	TR SRC2 fluor cs	TRb-SRC2 inh
COc1ccccc1CCNC(=O)C(=O)NCC(c1cccs1)S(=O)(=O)c1ccc(C)cc1 (centres undefined)	0%	3%
CCOC(=O)c1scc(-c2ccccc2)c1S(=O)(=O)Nc1cc(Cl)c(OC)cc1OC	-19%	-8%
CCOc1ccc(NC(=O)CN2CCN(S(=O)(=O)c3ccc(OC)cc3)CC2)cc1	-2%	-5%
O=C(Nc1cccc(F)c1)C1CCN(c2nc3ccccc3[nH]2)CC1	-1%	-1%
CCOC(=O)c1ccc(CN(Cc2ccc(F)cc2)S(=O)(=O)c2cc(C(=O)Nc3cccc(C(F)(F)F)c3)ccc2F)cc1	-3%	1%
CC1CCC(N2CC(=O)N(CCC3=CCCCC3)C(c3ccc(F)cc3)C2=O)CC1 (centres undefined)	-1%	-4%
Cc1ccc(NC(=O)c2cccc(N3CCCS3(=O)=O)c2)cc1C	-1%	-7%
Cc1ccc(CCNC(=O)C2CCN(c3nnc(C)c4c(C)n(-c5ccccc5)nc34)CC2)cc1	-2%	-1%
COc1cc(CNC(=O)c2ccc3nc(Cc4ccccc4)oc3c2)cc(OC)c1OC	6%	5%
CCc1ccc(NC(=O)c2cc(S(=O)(=O)NC3CCCC3)ccc2F)cc1	-2%	4%
